NPY Y1 blocker = NPY-Y1 receptor antagonists, primary screen, cell-based | 1% of 200,000 active | HEK293-CNG Y1 cells, membrane potential fluorescence; NPY at EC95, then isoproterenol | inhibition, % at 3.6 µM;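 active means inhibition above the campaign mean inhibition of all tested compounds plus 3 SD, cut at about 20% in these data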;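 further: 0% = DMSO wells given NPY plus isoproterenol and 100% = isoproterenol alone without NPY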
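Material: Y1- and CNG-channel-expressing HEK293 cells / Probe or stimulus: NPY 25 nM then isoproterenol 1 µM plus Ro 20-1724 25 µM / Doses: 3.6 µM single dose, DMSO 0.4% / Schedule: compound incubation 1 h at room temperature, readout 45 min post-stimulation / Signal: membrane potential fluorescence / Benchmarks: isoproterenol-only wells as full block versus NPY-plus-isoproterenol wells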
Runt-CBFb FRET = inhibitors of RUNX1 Runt–CBFb binding, primary screen, biochemical, FRET, Cerulean-Runt, Venus-CBFb, uHTS; Runt-related transcription factor 1 (Homo sapiens) + Core-binding factor subunit beta …; Cerulean-Runt/Venus-CBFb FRET ratio 530/480, 1 h; inhibition, % at 20 µM; 0.46% of 220,000 active;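 active means inhibition over about 50% at 20 µM in the single-dose screen, limit read from the data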;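 further: 0% = DMSO wells and 100% = excess unlabeled CBFb competitor control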
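Assay system: Cerulean-tagged RUNX1 Runt domain (FRET donor) fusion protein / Amount: 100 nM each of Venus-CBFb and Cerulean-Runt domain / Medium: Tris buffer pH 7.5 with salts and BSA / Also added: Venus-CBFb 100 nM / Schedule: 1 h complex formation plus 1 h compound treatment, room temperature / Signal: FRET fluorescence / Read-out: loss of energy transfer signal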
Runt-SMMHC FRET = inhibitors of RUNX1 Runt–CBFb-SMMHC binding, primary screen, biochemical, FRET, Cerulean-Runt, Venus-CBFb-SMMHC, uHTS | inhibition, % at 20 µM | Cerulean-Runt/Venus-CBFb-SMMHC FRET ratio 530/480, 1 h | 0.74% of 220,000 active | AID 1434, 2008 | Runt-related transcription factor 1 (Homo sapiens) + Core-binding factor subunit beta …;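 active means mean inhibition across duplicate retests at 20 µM reaching about 50%, limit read from the data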;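 further: 0% = DMSO wells and 100% = wells with excess untagged CBFb-SMMHC; inhibitors lower the FRET ratio by blocking Runt binding to CBFb-SMMHC; some results filed as inactive read as strong as hits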
NPY-Y1 PAM-ag = NPY-Y1 receptor potentiators or agonists, primary screen, cell-based; NPY-Y1 expressing cells, potentiator/agonist activation; activation, % at 3.6 µM; 0.37% of 220,000 active; AID 1304, 2008; in the data active means activation above about 33%, passing the limit was not always enough;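 further: cells stimulated with NPY at EC10 then isoproterenol at EC100; 0% = low agonist plus stimulus and 100% = saturating agonist plus stimulus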
p97 inhibitor = inhibitors of human p97 ATPase, primary screen, biochemical; recombinant p97 ATPase, Kinase-Glo ATP luminescence, 3 h; AID 1481, 2009; inhibition, % at 8 µM; 0.42% of 220,000 active; in the data active means inhibition above about 15%;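 further: 0% = DMSO vehicle and 100% = wells lacking enzyme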
Target sequence (P55072 whole entry, looked up): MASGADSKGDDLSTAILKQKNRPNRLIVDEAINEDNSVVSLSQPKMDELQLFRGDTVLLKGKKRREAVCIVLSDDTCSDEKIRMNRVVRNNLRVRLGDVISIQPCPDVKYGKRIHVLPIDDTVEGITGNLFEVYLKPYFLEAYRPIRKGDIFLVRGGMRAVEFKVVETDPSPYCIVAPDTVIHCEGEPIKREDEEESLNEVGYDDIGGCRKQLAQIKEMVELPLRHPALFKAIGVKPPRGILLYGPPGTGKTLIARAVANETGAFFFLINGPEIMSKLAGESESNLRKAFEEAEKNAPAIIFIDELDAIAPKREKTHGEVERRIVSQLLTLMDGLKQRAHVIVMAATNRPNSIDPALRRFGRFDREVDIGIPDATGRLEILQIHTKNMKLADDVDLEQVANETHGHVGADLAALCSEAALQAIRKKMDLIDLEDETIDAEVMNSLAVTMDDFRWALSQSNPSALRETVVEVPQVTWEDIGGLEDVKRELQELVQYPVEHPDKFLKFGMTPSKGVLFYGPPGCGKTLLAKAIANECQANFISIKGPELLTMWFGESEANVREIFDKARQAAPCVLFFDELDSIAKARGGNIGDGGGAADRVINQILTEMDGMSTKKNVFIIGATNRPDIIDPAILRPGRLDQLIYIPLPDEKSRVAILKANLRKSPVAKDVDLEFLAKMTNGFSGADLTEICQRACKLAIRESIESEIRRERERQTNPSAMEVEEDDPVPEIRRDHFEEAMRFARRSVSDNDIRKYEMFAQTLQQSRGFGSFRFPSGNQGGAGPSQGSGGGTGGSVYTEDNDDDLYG
NPY-Y2 PAM-ag = NPY-Y2 potentiators or agonists, primary screen, cell-based. cells expressing NPY-Y2, potentiator/agonist read-out. activation, % at 3.6 µM. 0.45% of 220,000 active; in the data active means activation above about 27%;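 further: cells stimulated with NPY near EC25 plus isoproterenol at EC100; 0% = vehicle plus submaximal agonist and 100% = vehicle plus saturating agonist; some results beyond the cut were filed as inactive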
RBBP9 inh = human RBBP9 inhibitors, primary screen, biochemical, fluorescence polarization, FP-Rh probe, HTS; inhibition, % at 7.94 µM; recombinant RBBP9; Serine hydrolase RBBP9 (Homo sapiens), O75884; 0.2% of 220,000 active;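 active means inhibition above the campaign mean of all tested compounds plus 3 SD, cut at about 14% in these data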;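 further: plate controls were DMSO wells with RBBP9 for no effect and wells lacking RBBP9 protein for full effect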
Target sequence (O75884 whole entry, looked up): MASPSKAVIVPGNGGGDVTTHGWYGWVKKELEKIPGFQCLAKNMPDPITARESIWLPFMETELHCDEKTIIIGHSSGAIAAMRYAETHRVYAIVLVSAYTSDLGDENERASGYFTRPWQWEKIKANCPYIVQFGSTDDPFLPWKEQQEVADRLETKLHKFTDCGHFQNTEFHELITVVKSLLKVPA
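Material: RBBP9 protein. Amount: RBBP9 at 2.5 µM in dispensed solution, before mixing. Schedule: 30 min then 45 min, 25 °C. Medium: Tris buffer pH 8.0, NaCl, Pluronic. Measured by: fluorescence polarization. Measure: percent inhibition from mP, scaled between DMSO and no-protein wells. Replication: one well per compound.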
Mdm2 ligase inh = MDM2-luciferase reporter signal enhancers, primary screen, MDM2 E3 ligase inhibitor project, cell-based, luminescence, 1536-well. cell-based MDM2 ubiquitination luciferase reporter, 2 h; 0 = plate control, 100 = twice control, blank-subtracted. signal enhancement, % at 5 µM. 0.11% of 210,000 active. AID 1230, 2008;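 active means signal enhancement of 30% or more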;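 further: luminescence tracks abundance of the self-degrading MDM2-luciferase fusion protein; higher signal means inhibition of MDM2 E3 ligase activity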
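Buffer or medium: Cells held in DMEM | Assay system: Stable mammalian line carrying autodegrading MDM2–luciferase fusion reporter | Quantity: 2000 cells/well | Times: 4 h settle plus 2 h compound, 37 °C | Doses: One concentration, 5 µM, with 0.2% DMSO | Technique: Luminescence with SteadyLite reagent, 15 min at room temperature | Benchmarks: Plate controls and plate blanks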
Hck Nef HTS = inhibitors of Nef-activated human Hck kinase, primary screen, biochemical, Z-Lyte FRET, 384-well, Hck-YEEI; Tyrosine-protein kinase HCK (Homo sapiens), P08631; inhibition, % at 20 µM; 0.68% of 220,000 active; Recombinant Hck-YEEI plus Nef, Z-Lyte FRET kinase assay; AID 463187, 2010;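 active means Hck-Nef kinase inhibition above about 50%, limit read from the data; inactive means inhibition below that limit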;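 further: 0% = DMSO with Hck plus Nef and 100% = Hck alone without Nef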
An asterisk follows results filed as active; / = no result given.

Runt-SMMHC FRET	structure	Mdm2 ligase inh	NPY-Y1 PAM-ag	NPY Y1 blocker	Runt-CBFb FRET	Hck Nef HTS	p97 inhibitor	NPY-Y2 PAM-ag	RBBP9 inh
0	COC(=O)CC1C(=O)NCCN1C(=O)c1sc2ccccc2c1Cl (centres undefined)	-20	-6	/	0	-5	-5	-7	-2
2	Cc1nn(C)c(C)c1NC(=O)Nc1cccc(C(F)(F)F)c1	-5	9	4	4	3	-1	11	7
-2	Cc1ccccc1NC(=O)CSc1ccsc1[N+](=O)[O-]	-17	-3	4	4	10	0	15	-6
-7	COC(=O)c1[nH]c2ccc(F)cc2c1NC(=O)CCN1CCN(C(=O)c2ccco2)CC1	-50	-9	-4	-1	2	7	6	0
17	NC(N)=NC(N)=Nc1cccc2ccccc12	-15	-13	/	3	-10	-2	-2	-10
4	COc1ccc(S(N)(=O)=O)cc1C(=O)NCCCN1CCN(c2ccccc2OC)CC1	-8	13	-2	-3	3	7	76*	-3
0	Cc1cccc(N(C(=O)CCC(=O)Nc2cc(C)on2)C(C(=O)NC2CCCC2)c2ccc(C)o2)c1 (centres undefined)	-14	-8	5	-5	12	-5	0	-7
3	CC(C)(C)C(=O)C[n+]1ccccc1	-17	1	2	-2	0	-4	-4	-5
1	O=C(Nc1ccc(F)cc1)c1cccnc1N1CCOCC1	-13	14	1	0	1	9	-5	7
1	O=C(CCCSc1nc2ccccc2c(=O)[nH]1)c1ccccc1	6	-9	-1	-1	21	6	-4	-6

Two compounds from above with just Runt-SMMHC FRET.
Structure	Runt-SMMHC FRET
COC(=O)CC1C(=O)NCCN1C(=O)c1sc2ccccc2c1Cl (centres undefined)	0
Cc1nn(C)c(C)c1NC(=O)Nc1cccc(C(F)(F)F)c1	2

Additional compounds follow:
Runt-SMMHC FRET	structure	Mdm2 ligase inh	NPY-Y1 PAM-ag	NPY Y1 blocker	Runt-CBFb FRET	Hck Nef HTS	p97 inhibitor	NPY-Y2 PAM-ag	RBBP9 inh
0	Cc1ccc(OCC(=O)NNC(=O)C2CCCO2)c(C)c1 (centres undefined)	/	-8	6	0	-7	1	6	-5
-2	O=C1c2oc3ccccc3c(=O)c2C(c2ccccn2)N1Cc1ccccc1 (centres undefined)	-1	-2	-4	1	1	1	4	1
-4	O=C(O)CSc1cc(NS(=O)(=O)c2cccc([N+](=O)[O-])c2)c2ccccc2c1O	-2	-28	/	15	45	27*	-3	2
-3	COCCCNC(=O)Cn1c(=O)n(CCCCCC(=O)Nc2ccccc2)c(=O)c2sccc21	-2	-35	-6	1	2	6	1	-7
2	CS(=O)(=O)N1CCN(Cc2ccccc2C(F)(F)F)CC1	-12	-7	0	0	-1	-5	-8	-6
-3	C[C@@H](C(=O)Nc1ccc2ccccc2c1)[C@@H]1C[C@@]1(C)[C@@H](NC(=O)c1cccnc1)c1ccccc1	/	-32	2	-4	-4	5	2	-12
-5	CN1CCN(/N=C/c2nc(-c3ccc(Cl)cc3)n3ccccc23)CC1	3	14	-3	-1	2	4	11	3
30	CCCCOC(=O)Nc1ccc(N(C)C)cc1	-13	1	2	18	2	3	-11	-3
0	O=C(/C=C/c1ccc(Cl)cc1Cl)N1CCN(c2ccc([N+](=O)[O-])c(N3CCOCC3)c2)CC1	2	-1	6	-2	9	7	0	-6
2	Cc1ccc(C)c(CS(=O)(=O)c2cn(CC(=O)N3CCCCC3)c3ccccc23)c1	-8	19	5	-3	5	-1	0	-3
-2	COc1c(NC(C)=O)c2ccccc2c2ccccc12	-8	17	/	0	7	4	28	4
3	CCOC(=O)c1ccc2c(c1)nc(SCC(=O)N1CCCCC1)n2CC	0	-31	5	-2	0	-10	-5	-11
-2	Cc1cc(C(F)F)n2ncc(C(=O)NCCc3ccc(Cl)cc3)c2n1	-5	-39	18	-1	1	-8	-21	-7
-3	C=CC(C)n1c(Br)nc2c1c(=O)[nH]c(=O)n2C (centres undefined)	-13	-5	7	-2	2	2	3	5
2	CN(C)S(=O)(=O)c1cccc(C(=O)OCC(=O)NCc2ccc3c(c2)OCO3)c1	-19	-8	3	0	14	0	-2	-12
-1	Cc1c(-c2nn(C)c(=O)c3ccccc23)oc2ccc(F)cc2c1=O	-10	-11	5	-3	2	2	2	-2
-6	COc1ccc(C2C(C(=O)c3sc(C)nc3C)=C(O)C(=O)N2CCN2CCOCC2)cc1 (centres undefined)	/	-5	0	2	0	12	1	2
0	CCOc1ncccc1C(=O)OCC(=O)N1CCN(S(=O)(=O)c2ccccc2)CC1	-8	11	4	0	1	1	15	-6
-1	COc1cc(C(=O)NCc2ccccc2)cc(Br)c1OC	4	-14	-1	-2	2	-2	4	-5
-5	Cc1cccc(CN(C)CCc2ccccn2)c1	-2	-9	2	-1	0	-4	-10	-8
1	CC1Cc2ccccc2N1C(=O)CNc1ccccc1N1CCCCC1 (centres undefined)	9	14	0	2	25	4	19	-2
2	Cc1cc(C)n(-c2ccc(C(F)(F)F)cc2[N+](=O)[O-])n1	19	3	6	/	23	4	8	5
-4	CCN(C(=O)COC(=O)c1cn(-c2ccccc2)nc1-c1ccccc1)C1CCS(=O)(=O)C1 (centres undefined)	1	0	7	-6	17	1	3	-6
1	O=C(CCC1CCCCC1)Nc1cccnc1	-12	-3	2	2	-1	-9	-19	0
-8	CCCCCCCCCCCCC(NC(C)=O)(C(=O)OCC)C(=O)OCC	-6	6	/	-4	0	-20	-6	1
0	COc1ccc(S(=O)(=O)NCC2CCCN(C(=O)C=C(C)C)C2)cc1 (centres undefined)	0	11	2	-1	15	6	-10	-6
-2	Cc1nnc(NC(=O)CSc2ccc3nnc(-c4cccnc4)n3n2)s1	1	8	0	0	-9	1	-1	3
-1	CS(=O)(=O)NCCSc1cc(C(F)(F)F)nc2ccccc12	-15	-20	/	0	11	2	10	-4
0	CCN(CC)S(=O)(=O)c1ccc2oc(Nc3ccc4c(c3)OCCO4)nc2c1	-6	-31	7	-2	1	0	3	4
-101	CN(C)[C@@H]1C(=O)C(C(N)=O)=C(O)[C@@]2(O)C(=O)C3=C(O)c4c(O)ccc(Cl)c4[C@@H](O)[C@H]3C[C@@H]12	/	-21	3	-52	-20	23*	-2	3

Taken from above:
Under Hck Nef HTS, C=CC(C)n1c(Br)nc2c1c(=O)[nH]c(=O)n2C (centres undefined) shows 2
Under Mdm2 ligase inh, O=C(Nc1ccc(F)cc1)c1cccnc1N1CCOCC1 shows -13
Under Runt-SMMHC FRET, COc1ccc(S(=O)(=O)NCC2CCCN(C(=O)C=C(C)C)C2)cc1 (centres undefined) shows 0

(more compounds)
Runt-SMMHC FRET	structure	Mdm2 ligase inh	NPY-Y1 PAM-ag	NPY Y1 blocker	Runt-CBFb FRET	Hck Nef HTS	p97 inhibitor	NPY-Y2 PAM-ag	RBBP9 inh
0	CCN(CC)C(=O)CSc1nnc(-c2ccccc2)n1-c1ccccc1	-2	-2	-3	3	3	2	-9	0
-6	O=C(c1cnc(-c2ccc(Cl)cc2)s1)c1ccc(Cl)cc1Cl	-2	9	2	-3	0	8	-3	-3
-4	Cc1occc1C(=O)NNS(=O)(=O)c1ccc(Cl)cc1	3	10	-3	-2	-2	5	8	5
0	COCCNC(=O)/C(C#N)=C/c1ccc(OCc2ccccc2)cc1	-10	1	0	-2	27	0	-5	-5
-3	Fc1cccc(NC(=S)NCc2cccnc2)c1	-11	9	-5	2	2	5	-2	-6
-2	COc1ccc2c(C)cc(N3CCN(c4ccc(F)cc4)CC3)nc2c1	-20	-11	9	0	8	0	-8	-4
-6	Cc1c(NC(=S)NC(NC(=O)C(C)(C)C)C(Cl)(Cl)Cl)c(=O)n(-c2ccccc2)n1C (centres undefined)	-8	-9	7	-2	1	3	-5	-4
2	COc1cc(CN(C)Cc2ccccc2)cc(OC)c1O	-31	10	-2	2	-20	4	5	-4
-2	O=C(O)CCCC(=O)Nc1ccc(Oc2ncnc3cc(Cl)ccc23)nc1	-7	3	/	2	6	0	4	-6
-3	O=C(Cn1cc(C(=O)c2ccco2)c2ccccc21)Nc1ccccc1	0	-17	1	0	1	-4	2	-3
-4	CC(C)(C)c1ccc(Oc2cccc(C3CC(=O)C(C4NCCc5ccccc54)C(=O)C3n3cncn3)c2)cc1 (centres undefined)	1	15	1	4	-3	0	-13	-8
-1	CC(C(=O)OCC(=O)Nc1cccc(S(=O)(=O)N2CCOCC2)c1)N1C(=O)c2ccccc2C1=O (centres undefined)	-1	0	2	2	-10	1	10	-8
-15	COC(=O)c1ccc(-c2nc3cc(Cl)c(N)cc3s2)cc1	-81	7	-3	-2	4	4	3	7

This is a random part of the collection; about 3.5% have a hit in one of these screens.
